TcdB GH inh: TcdB glycohydrolase inhibitors, primary screen, biochemical, single point, plate reader; TcdB glycohydrolase enzymatic assay; inhibition, % at 9.99 µM; Toxin B (Clostridioides difficile), P18177; AID 652162, 2013; 350,000 compounds, 0.24% hits; in the data active = inhibition above about 10%
Target sequence (P18177 whole entry, looked up): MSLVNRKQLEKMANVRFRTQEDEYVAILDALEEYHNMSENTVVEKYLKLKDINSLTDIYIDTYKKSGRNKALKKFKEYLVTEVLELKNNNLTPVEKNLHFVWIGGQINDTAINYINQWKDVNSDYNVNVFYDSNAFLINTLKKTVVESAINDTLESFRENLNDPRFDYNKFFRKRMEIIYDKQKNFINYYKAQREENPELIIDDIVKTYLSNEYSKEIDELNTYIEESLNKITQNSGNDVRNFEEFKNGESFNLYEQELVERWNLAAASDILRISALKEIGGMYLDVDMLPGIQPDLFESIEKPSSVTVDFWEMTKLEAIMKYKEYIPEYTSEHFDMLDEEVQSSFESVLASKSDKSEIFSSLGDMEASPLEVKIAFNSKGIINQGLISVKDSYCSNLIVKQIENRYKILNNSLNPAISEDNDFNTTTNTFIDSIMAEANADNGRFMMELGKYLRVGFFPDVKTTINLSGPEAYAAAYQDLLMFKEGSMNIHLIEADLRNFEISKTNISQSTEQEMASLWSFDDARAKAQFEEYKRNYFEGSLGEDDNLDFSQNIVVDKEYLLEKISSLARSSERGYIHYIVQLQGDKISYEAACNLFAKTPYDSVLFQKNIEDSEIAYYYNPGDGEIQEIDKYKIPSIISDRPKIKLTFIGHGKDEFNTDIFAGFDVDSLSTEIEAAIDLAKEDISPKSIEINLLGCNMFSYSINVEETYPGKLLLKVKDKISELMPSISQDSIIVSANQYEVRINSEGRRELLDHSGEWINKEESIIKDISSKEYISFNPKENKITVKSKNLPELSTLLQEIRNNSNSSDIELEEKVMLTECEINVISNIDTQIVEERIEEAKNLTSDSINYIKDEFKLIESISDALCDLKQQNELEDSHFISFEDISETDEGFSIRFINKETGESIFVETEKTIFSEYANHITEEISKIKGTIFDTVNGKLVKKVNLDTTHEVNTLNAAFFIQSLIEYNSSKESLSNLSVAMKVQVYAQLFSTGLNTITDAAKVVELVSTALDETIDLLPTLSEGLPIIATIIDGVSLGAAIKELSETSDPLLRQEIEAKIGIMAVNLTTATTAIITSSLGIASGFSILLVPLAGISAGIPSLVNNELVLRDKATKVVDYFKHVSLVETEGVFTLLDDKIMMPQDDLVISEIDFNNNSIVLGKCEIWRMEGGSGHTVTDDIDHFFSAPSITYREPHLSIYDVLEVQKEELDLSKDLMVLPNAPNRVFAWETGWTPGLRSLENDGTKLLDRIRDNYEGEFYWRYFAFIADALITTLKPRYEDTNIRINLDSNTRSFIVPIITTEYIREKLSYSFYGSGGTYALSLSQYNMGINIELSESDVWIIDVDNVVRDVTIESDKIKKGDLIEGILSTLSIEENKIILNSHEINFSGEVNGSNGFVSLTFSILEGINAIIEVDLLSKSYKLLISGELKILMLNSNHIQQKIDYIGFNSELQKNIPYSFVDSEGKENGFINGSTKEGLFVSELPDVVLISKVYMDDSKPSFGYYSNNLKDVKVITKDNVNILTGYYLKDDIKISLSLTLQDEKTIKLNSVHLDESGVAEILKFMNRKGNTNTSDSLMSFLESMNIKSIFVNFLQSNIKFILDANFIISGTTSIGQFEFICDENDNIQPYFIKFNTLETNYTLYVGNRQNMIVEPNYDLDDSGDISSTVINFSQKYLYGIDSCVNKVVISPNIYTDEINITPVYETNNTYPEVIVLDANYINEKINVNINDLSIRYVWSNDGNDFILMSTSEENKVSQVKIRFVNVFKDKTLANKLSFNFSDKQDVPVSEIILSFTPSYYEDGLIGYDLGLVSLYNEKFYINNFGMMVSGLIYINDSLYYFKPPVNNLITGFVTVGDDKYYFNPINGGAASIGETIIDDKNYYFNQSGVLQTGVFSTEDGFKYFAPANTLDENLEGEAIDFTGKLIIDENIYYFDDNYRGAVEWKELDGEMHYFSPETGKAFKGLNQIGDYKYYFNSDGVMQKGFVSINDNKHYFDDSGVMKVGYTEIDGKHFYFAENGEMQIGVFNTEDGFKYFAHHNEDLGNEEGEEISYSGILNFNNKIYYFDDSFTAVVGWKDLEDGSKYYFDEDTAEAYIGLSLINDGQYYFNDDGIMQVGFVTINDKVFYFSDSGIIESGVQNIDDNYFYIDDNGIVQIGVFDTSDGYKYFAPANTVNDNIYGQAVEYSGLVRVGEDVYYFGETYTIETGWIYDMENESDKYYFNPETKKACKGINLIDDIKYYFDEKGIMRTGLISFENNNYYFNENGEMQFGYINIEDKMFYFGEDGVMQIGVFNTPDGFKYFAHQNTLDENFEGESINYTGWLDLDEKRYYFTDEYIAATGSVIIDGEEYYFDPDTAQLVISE
* hit, by the source's call. Only part of the results is shown, so the mix of outcomes need not match the whole.

SMILES	TcdB GH inh
COc1ccc(NC(=O)N[C@H]2CC[C@@H](CCn3cc(-c4ccccc4)nn3)O[C@H]2CO)cc1	0.8
COc1ccc(CN(C)C[C@H]2OCCCC[C@@H](C)Oc3ccc(NC(=O)C4CCCCC4)cc3C(=O)N([C@@H](C)CO)C[C@H]2C)cc1	0.1
C[C@H](CO)N1C[C@H](C)[C@@H](CN(C)C(=O)NC2CCCCC2)OCCCC[C@H](C)Oc2ccc(N(C)C)cc2C1=O	-10.5
CC(C)C#Cc1cnc2c(c1)C(=O)N([C@H](C)CO)C[C@@H](C)[C@@H](CN(C)C(=O)Nc1ccccc1F)O2	1.4
CCCN1C[C@H](C)[C@H](OC)CN(C)C(=O)c2cc(NC(=O)c3ccc(F)cc3)ccc2OC[C@H]1C	3.3
C[C@@H]1CN([C@@H](C)CO)C(=O)c2cc(NS(=O)(=O)c3ccc(Cl)cc3)ccc2O[C@@H](C)CCCCO[C@H]1CN(C)C(=O)c1ccccc1	-0.3
C[C@@H]1CN([C@@H](C)CO)C(=O)c2cc(-c3ccc(C(=O)N(C)C)cc3)cnc2O[C@H]1CN(C)C(=O)c1cccnc1	-0.2
O=C(Cc1ccccn1)N1CC(=O)N2[C@@H](CO)[C@@H](c3ccc(C#CC4CC4)cc3)[C@@H]2C1	0.8
CC(C)CC#Cc1cnc2c(c1)C(=O)N([C@@H](C)CO)C[C@@H](C)[C@H](CN(C)Cc1cccc(F)c1)O2	0.0
CCCN1C[C@H](C)[C@H](OC)CN(C)C(=O)c2ccc(NC(=O)c3cccc(F)c3)cc2OC[C@@H]1C	1.0
COC(=O)[C@@H]1[C@@H](CO)[C@@H]2Cn3c(ccc(-c4cccc(C(=O)N(C)C)c4)c3=O)[C@H]1N2CC1CC1	-0.2
CN1C(=O)c2cc(NC(=O)Nc3ccc(Cl)cc3)ccc2OC[C@@H]2O[C@H](CC(=O)O)CC[C@@H]21	0.2
COc1ccc(NC(=O)Nc2ccc3c(c2)C(=O)N([C@@H](C)CO)C[C@@H](C)[C@@H](CN(C)S(=O)(=O)c2ccc(C)cc2)OCCCC[C@@H](C)O3)cc1	0.2
COc1cccc(-c2ccc([C@@H]3[C@@H](CO)N(C(=O)Cc4ccccc4)[C@H]3C#N)cc2)c1	0.6
CO[C@H]1CN(C)C(=O)c2cc(NC(=O)c3ccccc3F)ccc2OC[C@@H](C)N(C)C[C@@H]1C	-0.2
C[C@H](NC(=O)[C@@H]1[C@@H](CO)[C@@H]2Cn3c(cccc3=O)[C@@H]2N1Cc1ccncc1)c1ccccc1	-0.7
CC(=O)N1[C@@H]2Cn3c(ccc(-c4cccnc4)c3=O)[C@H]1[C@@H](C(=O)N1CCc3ccccc3C1)[C@@H]2CO	-0.3
CCS(=O)(=O)NCC[C@@H]1CC[C@@H](NC(=O)C2CCOCC2)[C@H](CO)O1	-0.4
CNC(=O)C[C@H]1CC[C@H]2[C@H](COc3ccc(NC(=O)Nc4ccc(Cl)cc4)cc3C(=O)N2C)O1	-0.1
COc1ccc(CN(C)C[C@@H]2Oc3ccc(NS(=O)(=O)c4ccc(C)cc4)cc3C(=O)N([C@H](C)CO)C[C@@H]2C)cc1	-5.8
CN1CCN(C(=O)c2cc3c(c(-c4cccc(-c5cccc(F)c5)c4)n2)[C@H](CCO)N(S(=O)C(C)(C)C)C3)CC1 (some centres undefined)	-0.5
CCCNC(=O)Nc1ccc2c(c1)OC[C@H](C)N(CCC)C[C@@H](C)[C@@H](OC)CN(C)C2=O	0.8
COc1cccc(C(=O)Nc2ccc3c(c2)C(=O)N(C)[C@H]2CC[C@H](CC(=O)Nc4ccc5c(c4)CCCC5)O[C@@H]2CO3)c1	1.0
COc1ccc2c3c([nH]c2c1)[C@@H](CO)N(C(C)=O)CC31CN(C(=O)c2ccc3c(c2)OCO3)C1	0.2
N#C[C@H]1[C@H](c2ccc(C#CC3CCCC3)cc2)[C@@H](CO)N1C(=O)c1cccc(F)c1	-0.6
C[C@@H]1CN([C@@H](C)CO)C(=O)c2cc(C#CC(C)(C)O)cnc2O[C@@H]1CN(C)C(=O)C1CCC1	-2.0
O=C(C[C@H]1C[C@H]2c3cc(NC(=O)c4cccnc4)ccc3O[C@H]2[C@@H](CO)O1)NC1CCCCC1	-1.1
Cc1ccc(-c2ccc3c(c2)O[C@H](CN(C)C(=O)C2CCC2)[C@@H](C)CN([C@H](C)CO)S3(=O)=O)cc1	1.7
CCCNC(=O)N(C)C[C@H]1Oc2cc(C#CC(C)(C)O)ccc2S(=O)(=O)N([C@H](C)CO)C[C@@H]1C	0.3
CN(C)CC(=O)Nc1ccc2c(c1)[C@@H]1C[C@@H](CC(=O)NCc3cccc(F)c3)O[C@@H](CO)[C@@H]1O2	-1.3
CCCC#Cc1ccc2c(c1)O[C@H](CN(C)C(=O)C1CCC1)[C@@H](C)CN([C@H](C)CO)S2(=O)=O	3.2
Cc1noc(C)c1NC(=O)N(C)C[C@H]1Oc2ccc(NC(=O)c3ccncc3)cc2CC(=O)N([C@@H](C)CO)C[C@@H]1C	-1.1
Cc1ccccc1-c1ccc([C@H]2[C@H]3CN(C(=O)Cc4ccccn4)CC(=O)N3[C@H]2CO)cc1	-11.6
O=C(O)C[C@@H]1C=C[C@@H](NC(=O)Nc2cc(F)ccc2F)[C@H](CO)O1	1.1
C[C@H](CO)N1C[C@H](C)[C@@H](CN(C)Cc2ccc(C(=O)O)cc2)Oc2cc(C#CCC3CCCC3)ccc2S1(=O)=O	-0.8
O=C(N[C@@H]1CC[C@H](CCn2cc(-c3cccnc3)nn2)O[C@H]1CO)c1ccccc1F	-0.1
Cc1noc(C)c1S(=O)(=O)Nc1ccc2c(c1)C(=O)N([C@@H](C)CO)C[C@H](C)[C@H](CN(C)C(=O)c1ccccc1)OCCCC[C@@H](C)O2	-3.6
C[C@@H]1CN([C@H](C)CO)C(=O)c2ccccc2-c2ccccc2CO[C@@H]1CN(C)C(=O)N[C@H](C)c1ccccc1	0.1
COc1ccc2c3c(n(C)c2c1)[C@H](CO)N(C(=O)c1cccnc1)CC31CCN(C)CC1	-1.1
C[C@@H]1CN([C@H](C)CO)C(=O)Cc2cc(NC(=O)Cn3cnnn3)ccc2O[C@H]1CN(C)S(=O)(=O)c1cn(C)cn1	0.4

Compounds shown so far that have a cyano group:
SMILES	TcdB GH inh
COc1cccc(-c2ccc([C@@H]3[C@@H](CO)N(C(=O)Cc4ccccc4)[C@H]3C#N)cc2)c1	0.6
N#C[C@H]1[C@H](c2ccc(C#CC3CCCC3)cc2)[C@@H](CO)N1C(=O)c1cccc(F)c1	-0.6

Next section.
SMILES	TcdB GH inh
COCC(=O)N(C)C[C@@H]1Oc2ncc(C#CC3(O)CCCC3)cc2C(=O)N([C@H](C)CO)C[C@@H]1C	2.5
C[C@H]1CN([C@@H](C)CO)S(=O)(=O)c2ccc(-c3ccccc3F)cc2O[C@@H]1CN(C)Cc1cncnc1	0.0
COc1ccc(S(=O)(=O)N(C)C[C@@H]2OCCCC[C@H](C)Oc3ccc(NS(=O)(=O)c4ccc(Cl)cc4)cc3C(=O)N([C@H](C)CO)C[C@H]2C)cc1	-0.3
Cc1ccc(S(=O)(=O)NCC[C@@H]2CC[C@@H](NC(=O)Nc3cccc(F)c3)[C@H](CO)O2)cc1	-1.7
C[C@H]1CN([C@@H](C)CO)C(=O)Cc2cc(NC(=O)Cc3cn(C)c4ccccc34)ccc2O[C@H]1CN(C)S(C)(=O)=O	-0.6
CCC(=O)N1CCCCN2[C@@H](CO)[C@@H](c3ccc(/C=C/c4ccccc4)cc3)[C@@H]2C1	1.6
C[C@@H]1CN([C@H](C)CO)S(=O)(=O)c2ccc(-c3ccncc3)cc2O[C@H]1CN(C)S(C)(=O)=O	1.7
C/C=C/c1ccc([C@H]2[C@H](CO)N3C(=O)CN(C(=O)NC4CCCCC4)C[C@@H]23)cc1	1.3
CC=Cc1ccc2n(c1=O)C[C@H]1[C@H](CO)[C@@H](C(=O)Nc3nccs3)N(Cc3ccccc3F)[C@@H]21 (mixture of isomers)	-0.6
CCN1[C@H](C(=O)N(C)C)[C@@H](CO)[C@@H]2Cn3c(ccc(-c4ccc(F)cc4)c3=O)[C@@H]21	1.6

A different layout for 2 compounds above.
Structure,TcdB GH inh
C[C@@H]1CN([C@H](C)CO)S(=O)(=O)c2ccc(-c3ccncc3)cc2O[C@H]1CN(C)S(C)(=O)=O,1.7
C/C=C/c1ccc([C@H]2[C@H](CO)N3C(=O)CN(C(=O)NC4CCCCC4)C[C@@H]23)cc1,1.3

Other results.
SMILES	TcdB GH inh
C[C@H]1CN([C@@H](C)CO)C(=O)c2cc(NS(C)(=O)=O)ccc2O[C@H]1CN(C)C(=O)Nc1ccc(F)cc1	-0.4
Cc1noc(C)c1NC(=O)Nc1ccc2c(c1)C(=O)N([C@@H](C)CO)C[C@@H](C)[C@H](CN(C)S(=O)(=O)c1cccs1)O2	0.7
COc1ccc(NC(=O)Nc2cccc3c2O[C@H](CN(C)C(=O)Nc2ccc(F)cc2)[C@H](C)CN([C@@H](C)CO)C3=O)cc1	1.4
O=C(c1ccncc1)N1CC(=O)N2[C@H](CO)[C@H](c3ccc(-c4ccccc4F)cc3)[C@@H]2C1	-0.1
C[C@@H]1CN([C@H](C)CO)C(=O)c2cc(NC(=O)Nc3ccc(F)cc3)ccc2O[C@@H](C)CCCCO[C@H]1CN(C)C(=O)C1CCCCC1	1.2
O=C(C[C@H]1CC[C@H]2[C@@H](COC[C@@H](O)CN2Cc2ccc(C(F)(F)F)cc2)O1)NCCc1ccccc1	0.1
CO[C@H]1CN(C)C(=O)c2cc(NC(=O)C3CC3)ccc2OC[C@@H](C)N(C(=O)c2ccncc2)C[C@@H]1C	0.0
CO[C@H]1CN(C)C(=O)c2cc(NC(=O)NC(C)C)ccc2OC[C@@H](C)N(C(=O)NC(C)C)C[C@H]1C	-0.2
C[C@@H]1CN([C@@H](C)CO)C(=O)c2cc(NS(=O)(=O)c3ccc(F)cc3)ccc2O[C@@H]1CN(C)C(=O)Nc1ccc(F)cc1	-0.9
C/C=C/c1cnc2c(c1)C(=O)N([C@@H](C)CO)C[C@H](C)[C@H](CN(C)C(=O)Nc1cccc(OC)c1)O2	0.5
COc1cccc(C(=O)Nc2ccc3c(c2)C(=O)N(C)C[C@H](OC)[C@H](C)CN(C(=O)C2CCCC2)[C@H](C)CO3)c1	0.0
CN1CCN(C(=O)C[C@@H]2CC[C@H]3[C@@H](COC[C@H](O)CN3C(=O)C3CCCC3)O2)CC1	0.0
CC(C)NC(=O)Nc1cccc2c1O[C@H](CN(C)C(=O)Nc1cccc3ccccc13)[C@@H](C)CN([C@@H](C)CO)C2=O	-3.3
O=C(C[C@@H]1CC[C@H](NC(=O)CCN2CCCCC2)[C@@H](CO)O1)Nc1ccc(-c2ccccc2)cc1	0.2
C[C@H](CO)N1C[C@H](C)[C@H](CN(C)Cc2ccc(C(=O)Nc3ccccc3N)cc2)Oc2ccc(NC(=O)Nc3cccc4ccccc34)cc2C1=O	-5.9
CN1[C@@H]2c3ccc(-c4ccc(F)cc4)c(=O)n3C[C@@H]2[C@@H](CO)[C@@H]1C(=O)Nc1ccccc1	-0.5
C[C@H](CO)N1C[C@H](C)[C@H](CN(C)S(=O)(=O)c2cn(C)cn2)Oc2c(NC(=O)Nc3ccccc3)cccc2C1=O	1.6
O=S(=O)(c1ccccc1F)N1CCCCN2[C@H](CO)[C@@H](c3ccc(-c4cccnc4)cc3)[C@H]2C1	-0.3
CNC[C@@H]1OCCCC[C@H](C)Oc2ccc(NS(C)(=O)=O)cc2C(=O)N([C@H](C)CO)C[C@@H]1C	-9.4
C[C@H]1CN([C@@H](C)CO)C(=O)c2cc(-c3cccc(C#N)c3)cnc2O[C@H]1CN(C)C(=O)C1CCC1	0.3

Next section; it opens with the 6 that closed the last part.
SMILES	TcdB GH inh
C[C@H](CO)N1C[C@H](C)[C@H](CN(C)Cc2ccc(C(=O)Nc3ccccc3N)cc2)Oc2ccc(NC(=O)Nc3cccc4ccccc34)cc2C1=O	-5.9
CN1[C@@H]2c3ccc(-c4ccc(F)cc4)c(=O)n3C[C@@H]2[C@@H](CO)[C@@H]1C(=O)Nc1ccccc1	-0.5
C[C@H](CO)N1C[C@H](C)[C@H](CN(C)S(=O)(=O)c2cn(C)cn2)Oc2c(NC(=O)Nc3ccccc3)cccc2C1=O	1.6
O=S(=O)(c1ccccc1F)N1CCCCN2[C@H](CO)[C@@H](c3ccc(-c4cccnc4)cc3)[C@H]2C1	-0.3
CNC[C@@H]1OCCCC[C@H](C)Oc2ccc(NS(C)(=O)=O)cc2C(=O)N([C@H](C)CO)C[C@@H]1C	-9.4
C[C@H]1CN([C@@H](C)CO)C(=O)c2cc(-c3cccc(C#N)c3)cnc2O[C@H]1CN(C)C(=O)C1CCC1	0.3
Cc1cc(C(=O)Nc2cccc3c2O[C@@H](CN(C)Cc2ccncc2)[C@H](C)CN([C@@H](C)CO)C3=O)n(C)n1	-0.7
CN1C(=O)c2cc(NS(=O)(=O)CC(F)(F)F)ccc2OC[C@H]2O[C@@H](CC(=O)NCc3ccc(Cl)c(Cl)c3)CC[C@@H]21	0.1
C[C@H]1CCCCO[C@H](CN(C)CC2CCCCC2)[C@@H](C)CN([C@@H](C)CO)C(=O)c2cc(NS(=O)(=O)c3cn(C)cn3)ccc2O1	0.7
O=C(C[C@@H]1CC[C@@H](NC(=O)C2CC2)[C@@H](CO)O1)NCc1ccccc1Cl	-0.6
COc1cccc(S(=O)(=O)N[C@H]2CC[C@H](CC(=O)NC3Cc4ccccc4C3)O[C@H]2CO)c1	1.3
C[C@H](CO)N1C[C@H](C)[C@H](CN(C)Cc2ccccn2)Oc2ncc(C#Cc3ccccc3)cc2C1=O	0.6
N#Cc1cccc(-c2ccc([C@@H]3[C@H]4CN(C(=O)Cc5ccccc5)CCCCN4[C@H]3CO)cc2)c1	0.8
Cn1cnc(S(=O)(=O)N2CC[C@@H]3[C@H]2c2cc(C#Cc4ccc(F)cc4)ccc2N[C@@H]3CO)c1	0.1
CCCN(C)C[C@@H]1Oc2cc(C#Cc3ccccc3OC)ccc2S(=O)(=O)N([C@@H](C)CO)C[C@@H]1C	0.2
CCCC(=O)Nc1ccc2c(c1)OC[C@@H](C)N(C(=O)c1ccncc1)C[C@@H](C)[C@H](OC)CN(C)C2=O	1.4
